SRC1 TRFRET art – TR-FRET detection interference compounds, primary screen, artefact control for PPARgamma SRC-1 recruitment agonists, biochemical, TR-FRET emission ratio; 99,000 compounds, 0.34% hits; TR-FRET detection artefact counter-screen; hits give high values; AID 1051, 2008; TR-FRET ratio at 8 µM; in the data active means TR-FRET ratio above about 2300; further: inactives centre near 1800
SRC3 TRFRET art – TR-FRET detection interference compounds, artefact control for PPARgamma SRC-3 recruitment agonists, biochemical, TR-FRET ratio; 99,000 compounds, 0.39% hits; TR-FRET artefact counter-screen, PPARgamma/SRC-3 format; hits give high values; TR-FRET ratio at 8 µM; AID 1048, 2008; in the data active means TR-FRET ratio above about 2000; further: inactives centre near 1600
Starred values were filed as active, the others as inactive.

Fields – SRC3 TRFRET art, SRC1 TRFRET art
> CCOc1ccc(C(CC(=O)O)n2cnnn2)cc1 (stereo unspecified)
→ 1498, 1263
> CN(C)CCCNC(=O)c1ccc(CN(c2ccccc2)S(C)(=O)=O)cc1
→ 1642, 1771
> Cc1cccc(C)c1OCCNC(=O)CCC(=O)c1ccccc1
→ 1806, 1769
> CC(=O)N1CCc2cc(S(=O)(=O)NC(C(=O)NC3CCCc4ccccc43)C(C)C)ccc21 (stereo unspecified)
→ 1398, 1638
> O=C(c1cccc(C(F)(F)F)c1)C1CCCN(C(=O)CCCN2CCCC2=O)C1 (stereo unspecified)
→ 1581, 1731
> CCOC(=O)c1cc(CC)sc1/N=C/C1=C(O)CCCC1=O
→ 1394, 1688
> COCCNCCCOc1ccc(C)cc1Br
→ 1517, 1788
> O=C(Cn1cnc2ccccc21)OCC(=O)N1CCc2ccccc2C1
→ 1646, 2100
> COc1ccc(-c2cc(-c3nnc(COC(=O)C4CC4C)o3)c3ccccc3n2)cc1OC (stereo unspecified)
→ 1562, 1698
> Cc1cc(/C=N/NC(=O)COc2cccc3cccnc23)c(C)n1-c1ccc(O)cc1
→ 1555, 1871
> O=S(=O)(c1ccccc1)c1nc(-c2ccccc2F)oc1NCc1cccnc1
→ 1718, 1779
> CC(C)N1CCc2c(sc(NC(=O)c3ccc(S(=O)(=O)N4CCc5ccccc54)cc3)c2C(N)=O)C1
→ 1337, 1905
> O=C(CSc1ccc(-c2cccs2)nn1)c1cccs1
→ 1564, 1848
> Nc1nc2ccccc2n1/N=C/c1ccc([N+](=O)[O-])s1
→ 1577, 2002
> COc1ccc2oc(-c3ccccc3[N+](=O)[O-])cc(=O)c2c1
→ 1529, 1416

Four neighbouring compounds from above, for reference:
Fields – SRC3 TRFRET art, SRC1 TRFRET art
> CCOc1ccc(C(CC(=O)O)n2cnnn2)cc1 (stereo unspecified)
→ 1498, 1263
> CN(C)CCCNC(=O)c1ccc(CN(c2ccccc2)S(C)(=O)=O)cc1
→ 1642, 1771
> Cc1cccc(C)c1OCCNC(=O)CCC(=O)c1ccccc1
→ 1806, 1769
> CC(=O)N1CCc2cc(S(=O)(=O)NC(C(=O)NC3CCCc4ccccc43)C(C)C)ccc21 (stereo unspecified)
→ 1398, 1638

Next section
Fields – SRC3 TRFRET art, SRC1 TRFRET art
> Cc1nn(-c2ccccc2)c2nc(Cl)c(C(=O)O)cc12
→ 1630, 1992
> CCCC(=O)CN1C(=O)C2(OCCO2)c2ccccc21
→ 1429, 1953
> Cn1nc(C(=O)NC(C)(C)C)c2ccccc21
→ 1519, 1806
> CCO[C@@H]1OC(C(N)=O)=C[C@H](c2ccccc2)[C@H]1CCCO
→ 1269, 1581
> O=C(Nc1ccc(Br)c2cccnc12)c1ccc(Cn2cc(Cl)cn2)o1
→ 1676, 1940
> CC(C)CCNC(=S)Nc1ccccc1F
→ 1589, 1655
> COc1ccc([N+](=O)[O-])cc1NC(=O)c1cncc(Br)c1
→ 1456, 1766
> Cc1ccc(NC(=S)NNC(=O)CSc2nnc(-c3ccc(Cl)cc3)n2C2CCCCC2)cc1
→ 1745, 1962
> CC(=O)Nc1cc(C)nn1-c1nc2ccccc2s1
→ 1646, 1959
> COc1ccc(NC(=O)COC(=O)CC2CC3CCC2C3)c([N+](=O)[O-])c1 (stereo unspecified)
→ 1658, 1683
> COc1cccc(C2C3=C(CCCC3=O)Nc3[nH]n(-c4ccccc4)c(=O)c32)c1 (stereo unspecified)
→ 1360, 1713
> CC(C)n1c(N2CCN(C(=O)Nc3ccc(Cl)cc3)CC2)nc2ccccc21
→ 1660, 1667
> CCN(CC)C(=O)Cn1cc(SCC(=O)NC2CCCC2)c2ccccc21
→ 1653, 1751
> Cc1ccc(C(C)C)c(OCc2ccc(C(=O)N/N=C/c3ccc(O)c(O)c3)cc2)c1
→ 1541, 1998
> Cc1cc(C(=O)OCC(=O)NCc2ccc3c(c2)OCO3)c2ccccc2n1
→ 1525, 1718

The results go on:
Fields – SRC3 TRFRET art, SRC1 TRFRET art
> COc1ccc(N(C(=O)c2cnsn2)C(C(=O)NC2CCCCC2)c2ccncc2)cc1 (stereo unspecified)
→ 1524, 1603
> CCOc1cccc2sc(N(CCN(CC)CC)C(=O)c3cccc([N+](=O)[O-])c3)nc12
→ 1578, 1798
> COc1ccc(-n2nc(C(=O)Nc3ccc4c(c3)OCO4)c3ccccc3c2=O)c(OC)c1
→ 1546, 1313
> CC(C(=O)Nc1cccc(S(=O)(=O)N2CCOCC2)c1)N1CCN(c2ccc(F)cc2)CC1 (stereo unspecified)
→ 1560, 1842
> O=C(COc1ccc(C(=S)N2CCC(Cc3ccccc3)CC2)cc1)N1CCOCC1
→ 1389, 1777
> CN(C)c1nc2ccccc2n(C)c1=O
→ 1701, 1947
> C=CCn1c(SCc2nc3sc(C(=O)O)c(C)c3c(=O)[nH]2)nnc1-c1ccc(F)cc1
→ 1635, 1488
> CC(C(=O)c1ccc(Br)cc1)[n+]1cccc(NC(=O)c2ccccc2)c1 (stereo unspecified)
→ 1455, 1632
> COc1ccc(-c2nsc(SCC(=O)NCc3ccc4c(c3)OCO4)n2)cc1
→ 1420, 1738
> CN1C(=O)/C(=C/C=C2/CCCN2C)N(C)C1=S
→ 1584, 1686
> O=C(NCc1ccccc1)c1ccc(Br)o1
→ 1489, 1565
> CCCOc1ccc(C(=O)OCC(=O)c2c(N)n(C)c(=O)n(C)c2=O)cc1OCC
→ 1310, 1569
> CCOc1ccccc1NC(=O)Cn1c(=O)sc2ccccc21
→ 1712, 1940
> O=C(Nc1cccc([N+](=O)[O-])c1)C1C2/C=C\CCCCC21 (stereo unspecified)
→ 1722, 1683
> Cc1ccc(C)c(N2CCN(C(=O)c3cc(S(=O)(=O)N4CCOCC4)ccc3F)CC2)c1
→ 1498, 1652

(continued)
Fields – SRC3 TRFRET art, SRC1 TRFRET art
> Cc1ccc(C(=O)N/N=C2\CCc3ccccc32)c(C)c1
→ 1541, 1755
> O=C(O)c1ccc2c(c1)C(=O)N(c1ncccn1)C2=O
→ 1740, 2110
> COc1cc(/C=N/NC(=O)c2c(C)nnn2-c2nonc2N)ccc1O
→ 1678, 1690
> CC(C)CCN1CCN(C/C=C/c2ccco2)CC1CCO (stereo unspecified)
→ 1557, 1804
> O=C(Nc1cccc2ccccc12)NC1CCS(=O)(=O)C1 (stereo unspecified)
→ 1442, 1393
> Cc1ccc(C)c(CS(=O)(=O)c2cn(CC(=O)N3CCCCC3)c3ccccc23)c1
→ 1379, 1857
> CCC(/C=N/NC(=O)C(N)=O)CC
→ 1430, 1611
> CC(C)OCCCNC(=O)CCc1nc(-c2ccccc2)no1
→ 1382, 1682
> CCCC(=O)Nc1nnc(SCC(=O)NCc2ccco2)s1
→ 1560, 1856
> COc1ccc(NC(=O)CO/N=C(\C)c2cccs2)cc1
→ 1862, 1761
> CC(C)CCN1CCN(Cc2ccon2)CC1CCO (stereo unspecified)
→ 1450, 1556
> O=c1[nH]c(N/N=C/c2ccc(O)cc2)nc2ccccc12
→ 1702, 2263
> COc1ccc(NC(=O)C(Sc2ccccc2)c2ccccc2)c(OC)c1 (stereo unspecified)
→ 1823, 2186
> CCOC(=O)C(C)/C(C)=N/NC(N)=S (stereo unspecified)
→ 1630, 1804
> CC(=O)Nc1nc(-c2ccccc2)nc(-c2ccccc2OC(C)=O)n1
→ 1662, 1861

The final five compounds of the section before come first, to join the parts:
Fields – SRC3 TRFRET art, SRC1 TRFRET art
> CC(C)CCN1CCN(Cc2ccon2)CC1CCO (stereo unspecified)
→ 1450, 1556
> O=c1[nH]c(N/N=C/c2ccc(O)cc2)nc2ccccc12
→ 1702, 2263
> COc1ccc(NC(=O)C(Sc2ccccc2)c2ccccc2)c(OC)c1 (stereo unspecified)
→ 1823, 2186
> CCOC(=O)C(C)/C(C)=N/NC(N)=S (stereo unspecified)
→ 1630, 1804
> CC(=O)Nc1nc(-c2ccccc2)nc(-c2ccccc2OC(C)=O)n1
→ 1662, 1861
> O=C(Cn1[nH]c(=O)c2ccccc2c1=O)Nc1cccnc1
→ 1537, 1810
> CCN(CC)CCCN1C(=O)CSC1c1ccc([N+](=O)[O-])cc1 (stereo unspecified)
→ 1677, 1787
> Cc1cc(C)c2nc(SCC(=O)N(C)C3CCS(=O)(=O)C3)cc(C)c2c1 (stereo unspecified)
→ 1530, 1815
> Cc1cc(C)cc(NC(=O)CSc2ccc(-c3cccs3)nn2)c1
→ 1590, 2284
> OCCNc1nc2ccccc2n1CC(O)c1ccccc1 (stereo unspecified)
→ 1633, 1629
> O=c1cc(CN2CCN(S(=O)(=O)/C=C/c3ccccc3)CC2)c2ccc(O)cc2o1
→ 1677, 1644
> CCOC(=O)c1sc(NC(=O)CSc2nc3c(c(=O)n2-c2ccc(C)cc2)SCC3)c(C(=O)OCC)c1C
→ 1605, 1972
> Cc1nc(CNS(=O)(=O)c2ccc3c(c2)CCCC3)cs1
→ 1523, 1876
> COc1cccc(CNn2cnnc2)c1O
→ 1448, 1820
> COc1ccc(C(=O)N(c2ccc(OC)cc2)S(=O)(=O)c2cccs2)cc1
→ 1493, 1718
> CCOC(=O)c1c(C)c(C(=O)N2CCN(c3ccc(F)cc3)CC2)c(C)n1C
→ 1627, 1530
> CN(C)c1ccc(/C=C/C(=O)c2ccc3c(c2)OCCO3)cc1[N+](=O)[O-]
→ 1618, 2016
> COc1ccc(C)cc1C(=O)CCC(=O)NC1CCCCC1
→ 1507, 1798
> CC(C)(C)OC(=O)N1CCC[C@H]1C(=O)NCC1CCC(C(=O)O)CC1 (stereo partly specified)
→ 1712, 1932
> CCCNc1c(NC(C)=O)c(=O)oc2ccccc12
→ 1447, 1670

(next part)
Fields – SRC3 TRFRET art, SRC1 TRFRET art
> CCO[C@@H]1OC(C(=O)N2CCOCC2)=C[C@H](c2ccc(Br)cc2)[C@H]1CCCO
→ 1576, 1838
> O=C(O)CC1(CC(=O)N2CCN(CCO)CC2)CCCC1
→ 1506, 1786
> Fc1ccc(CN2CCSCC2)cc1Br
→ 1582, 1834
> OC(CN1CCN(Cc2ccccc2)CC1)c1ccccc1 (stereo unspecified)
→ 1491, 1860
> O=C(OCc1ccccc1)c1cccnc1Cl
→ 1838, 1702
> Cc1nn(C)cc1-c1cc(C(=O)O)c2ccccc2n1
→ 1844, 1767
> CCOc1cc(/C=N/NC(=O)CSc2nncn2C)ccc1OCc1ccccc1
→ 1555, 1444
> CC(C)C(=O)Nc1ccc(C(=O)NNC(=O)c2cccs2)cc1
→ 1462, 1637
> CCc1cc(CNC(=O)CC2C(=O)NCCN2CC2CCCCC2)on1 (stereo unspecified)
→ 1632, 1723
> Cc1cc(C(=O)COC(=O)c2ccc(CO)cc2)c(C)n1CC1COc2ccccc2O1 (stereo unspecified)
→ 1669, 1770
> O=C1NC(=O)C(=C2CCCCCC2)S1
→ 1538, 1643
> COc1cccc(CN2CCN(C(=S)NCc3ccc(Cl)cc3)CC2)c1
→ 1593, 1610
> CCN(CC(=O)Nc1cc(Cl)ccc1C)C(=O)COc1ccccc1F
→ 1681, 1503
> O=C(OCc1ccc([N+](=O)[O-])cc1)C1CCN(S(=O)(=O)c2ccccc2)CC1
→ 1683, 1872
> Oc1c(Br)cc(Br)cc1C=NCc1ccc(F)cc1
→ 1714, 2042

Carrying on.
Fields – SRC3 TRFRET art, SRC1 TRFRET art
> CSc1nc(N2CCOCC2)cc(N2CCOCC2)n1
→ 1459, 1764
> COc1ccc(/C=C/C(=O)Nc2cc(C(F)(F)F)ccc2Cl)cc1OC
→ 1544, 1896
> CC(C)Cc1nc2sc3c(=O)[nH]cnc3c2c2c1CCC2
→ 1402, 1588
> N#CCCn1cc(C(=O)Nc2ccc([N+](=O)[O-])cc2)c(-c2cccs2)n1
→ 1436, 1781
> Cc1ccc(NC(=O)CSc2nnc(N)s2)c([N+](=O)[O-])c1
→ 1676, 2115
> CCNC(=O)NC(=O)C(C)OC(=O)CCS(=O)(=O)c1ccc(C)cc1 (stereo unspecified)
→ 1667, 1751
> Cc1ccc2nc(C(=O)N3CCc4c([nH]c5ccccc45)C3c3ccccn3)cn2c1 (stereo unspecified)
→ 1526, 1797
> CCOC(=O)N1CCC(NC(=O)c2cccnc2SC)CC1
→ 1715, 2022
> CC(=O)Nc1cccc(-c2nnc3c4ccccc4c(C)nn23)c1
→ 1832, 1778
> CCc1n(CC(O)COCC2CC=CCC2)c2ccccc2[n+]1C (stereo unspecified)
→ 1635, 1688
> CCOC(=O)Cn1nnnc1C
→ 1399, 1547
> CC(=O)C1=C(C)NC(SCC(=O)Nc2nccs2)=C(C#N)C1c1ccccc1Cl (stereo unspecified)
→ 1564, 1956
> N=C(N)CCCOc1ccccc1-c1ccccc1
→ 1585, 1741
> CCCCN(C)CCCNC(=O)c1cn(CC)c2ccc(S(=O)(=O)N3CCc4ccccc4C3)cc2c1=O
→ 1668, 1908
> CCCc1c(O)nc(SCC(=O)NCc2ccco2)[nH]c1=O
→ 1516, 1985

New compounds follow
Fields – SRC3 TRFRET art, SRC1 TRFRET art
> O=C(N/N=C/c1ccccn1)c1cccc(S(=O)(=O)Nc2ccccc2Cl)c1
→ 1443, 1769
> COCCOC(=O)C1=C(C)NC(=O)NC1c1c(Cl)nc2ccccn2c1=O (stereo unspecified)
→ 1556, 1488
> COc1cc(NS(=O)(=O)c2ccc(F)cc2)c(OC)cc1NC(=O)C1CC1
→ 1572, 1892
> CC(C)c1ccc(/C=C/C(=O)N2CCc3ccccc3C2)cc1
→ 1634, 1560
> Cc1nn(-c2ccccc2)c(C)c1/C=N/NC(=O)c1cc(-c2cccc3ccccc23)n[nH]1
→ 1497, 1610
> CCC(=O)Nc1cc2nn(-c3ccc(C)cc3)nc2cc1C
→ 1358, 1681
> CC(C)CNC(=O)/C=C/c1cccs1
→ 1634, 1635
> CC(NC(=O)Cc1ccccc1)c1nc2ccccc2[nH]1 (stereo unspecified)
→ 1579, 1874
> COCCCn1c(=S)[nH]c2c(sc3ccccc32)c1=O
→ 1986, 2173

Bioassay records: PubChem BioAssay, The Scripps Research Institute Molecular Screening Center

An excerpt; the hit share may differ from the screen's.
